IL1B secr inh: inflammasome signaling inhibition, IL-1 beta readout; THP-1 LPS/ATP IL-1B secretion, AlphaLISA, 16 h; stronger effect = lower value; activity change, % at 57.5 µM; 4.7% of 360,000 active; AID 743279; in the data active means activity change below about -50%; inconclusive means mostly about -30% to -49%; further: on the % scale 0 is the no-effect control and ±100 the full control effect
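Secreted IL-1B measured by AlphaLISA bead assay after 16 h compound exposure of THP-1 cells; compounds (final up to 57.5 uM) added 1 h before LPS (250 ng/mL) and ATP (1.25 mM) stimulation; lower signal means less secretion.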
MCF10A rereplic: inducers of DNA re-replication in MCF 10A breast cells | MCF 10A DNA re-replication, Hoechst nuclear intensity, 48 h | Potency, µM (doses to about 46.1 µM), inactives show at the highest dose activity, positive = re-replication, usual class: activators | 2.9% of 350,000 active; further: potency means the concentration at half of the fitted maximal effect; % of control where 0% means no effect; nearly all actives have a fitted effect of over 50% in size
SW480 rerep: DNA re-replication induction in SW480 cells; SW480 DNA re-replication, Hoechst DNA content imaging, 48 h; Potency, µM (doses to about 46.1 µM), without a hit: top-dose re-replication activation, most hits filed as activators; 1.8% of 340,000 active; further: potency means the concentration at half of the fitted maximal effect; % of control where 0% means no effect; nearly all actives have a fitted effect of over 55% in size
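SW480 cells exposed to compounds for 48 hr at 37 C, 5% CO2, then Hoechst-stained 40 min. Nuclear DNA content imaged by fluorescence scanning (405 nm excitation, 500-530 nm emission); re-replication scored as increased high-intensity nuclei.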
KB-V1 MDR tox: KB-V1 MDR subline cytotoxicity | KB-V1 MDR cells viability, CellTiter-Glo, 72 h | AID 1347076 | 3.4% of 400,000 active | Potency, µM (highest dose often 46.1 µM), inactives show at the top dose activity change, negative = cytotoxicity, usual class: cytotoxic; further: potency means the concentration at half of the fitted maximal effect; on the % scale 0 is the no-effect control and ±100 the full control effect; nearly all actives have a fitted effect of over 60% in size
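Cytotoxicity toward P-gp-expressing KB-V1 cells was determined as loss of CellTiter-Glo luminescence after 72 h at 37 degrees C. Compounds were tested in quantitative HTS format across a concentration range, with curves fitted to normalized data.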
KB-3-1 cytotox: KB-3-1 parental cell cytotoxicity; KB-3-1 viability, CellTiter-Glo ATP luminescence, 72 h; Potency, µM (series often up to 46.1 µM), inactives show at the highest dose activity change, negative = cytotoxic, usual class: cytotoxic; 1.4% of 400,000 active; further: potency means the concentration at half of the fitted maximal effect; on the % scale 0 is the no-effect control and ±100 the full control effect; nearly all actives have a fitted effect of over 60% in size
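Screening of KB-3-1 cells (DMEM, 10% FBS, phenol-red free) ran from lowest to highest compound concentration; after 72 h at 37 °C viability was read luminescently and curves fitted.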
HT1080NT lethal: kills 2HG-producing HT-1080-NT fibrosarcoma cells. HT-1080-NT fibrosarcoma viability, CellTiter-Glo ATP luminescence, 48 h. Potency, µM (titrated, usually from 46.1 µM), without a hit: top-dose activity, negative = less viability, hits mostly cytotoxic. 1.6% of 360,000 active. AID 686970;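 further: NT is the 2HG producing partner of a matched IDH1 knockdown line; potency means the concentration at half of the fitted maximal effect; 0% = DMSO-treated cells and -100% = media-only wells without cells; nearly all actives have a fitted effect of over 55% in size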
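750 cells/well, RPMI + 5% FBS; 2 h settle, compound pin-transfer, 48 h at 37 degrees C. CellTiter-Glo 10 min RT, luminescence. Normalized to DMSO and media-only wells.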
HT1080 IDH1KD tx: HT-1080 IDH1 knockdown cell toxicity (counter line); HT-1080 IDH1 knockdown viability, ATP luminescence, 48 h; Potency, µM (series often up to 46.1 µM), inactives show at the top dose activity, negative = toxicity, most hits filed as cytotoxic; 2% of 360,000 active;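 further: potency means the concentration at half of the fitted maximal effect; 0% = DMSO wells and -100% = cell-free medium wells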
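Viability of IDH1-knockdown HT-1080 fibrosarcoma cells was assessed by CellTiter-Glo after 48 h at 37 °C with titrated compound; concentration-effect curves were classified by fit quality and response size.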
ATXN2 expr inh: ATXN2 expression inhibition; Potency, µM (titrated, usually from 57 µM), for inactives: at the top dose activity change, negative = inhibition, hits mostly inhibitors; AID 1745845; HEK-293 ATXN2-luciferase reporter, luminescence, 24 h; 0.72% of 360,000 active; further: potency means the concentration at half of the fitted maximal effect; on the % scale 0 is the no-effect control and ±100 the full control effect; nearly all actives have a fitted effect of over 55% in size
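ATXN2-luciferase reporter cells (luciferase flanked by upstream and downstream ATXN2 gene portions) were treated 24 h at 37 °C with compounds at up to 57 uM. SteadyGlo luminescence gave expression; GF-AFC fluorescence gave viability.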
ATXN viability: reduces viability in counter-screen for ATXN expression inhibitors. Potency, µM (doses to about 56.7 µM), usual class: cytotoxic. 0.49% of 400,000 active. S2 cells (HEK-293 line with an ATXN2-luciferase reporter) viability, CellTiter-Fluor protease fluorescence, 24 h; further: potency means the concentration at half of the fitted maximal effect; nearly all actives have a fitted effect of over 40% in size
An asterisk follows results filed as active. Unless noted, the call rests on the fitted dose curve; in most records, active means well fitted curve in the direction sought with a large enough effect; inconclusive means small, poorly fitted or top-dose-only effect, or another doubt; inactive means no such curve, though single readings can be large; an effect the other way counts as inactive or inconclusive.

Cc1cccc(/C=N/NC(=O)c2ccncc2)n1 was read as IL1B secr inh 7, MCF10A rereplic -1%, SW480 rerep inconclusive, KB-V1 MDR tox -26%, KB-3-1 cytotox 0%, HT1080NT lethal -2%, HT1080 IDH1KD tx 1% and ATXN viability inactive.
Screening CCCN(CCC)C(=O)C1CCN(c2cc(C)nc3c(-c4ccc(Cl)cc4)c(C)nn23)CC1 returned KB-V1 MDR tox -11%, KB-3-1 cytotox -2%, ATXN2 expr inh -3% and ATXN viability inconclusive.
Screening COc1ccc2[nH]cc(CCNC(=O)C3CCCNC3=O)c2c1 (stereo not drawn) returned IL1B secr inh 9, MCF10A rereplic -1%, SW480 rerep 0%, KB-V1 MDR tox 13%, KB-3-1 cytotox -7%, HT1080NT lethal 13%, HT1080 IDH1KD tx 1%, ATXN2 expr inh 0% and ATXN viability inactive.
For CCC(C(=O)Nc1cc(C)cc(C)n1)c1ccccc1 (stereo not drawn) the results were MCF10A rereplic inconclusive, SW480 rerep -10%, KB-V1 MDR tox inconclusive, KB-3-1 cytotox 7%, HT1080NT lethal -7%, HT1080 IDH1KD tx 4%, ATXN2 expr inh -24% and ATXN viability inactive.
For Cc1ccc(C(=O)N2CCCC(CCC(=O)N3CCN(c4ccccn4)CC3)C2)cc1C (stereo not drawn) the results were IL1B secr inh inconclusive, MCF10A rereplic 2%, SW480 rerep -1%, KB-V1 MDR tox inconclusive, KB-3-1 cytotox 3%, HT1080NT lethal 5%, HT1080 IDH1KD tx -13%, ATXN2 expr inh -33% and ATXN viability inactive.
Screening O=C(NCc1ccc(Cl)cc1)c1ccc(COCC(F)(F)F)o1 returned IL1B secr inh -1, MCF10A rereplic 7%, SW480 rerep 1%, KB-V1 MDR tox 2%, KB-3-1 cytotox -19%, HT1080NT lethal -16%, HT1080 IDH1KD tx -24%, ATXN2 expr inh -9% and ATXN viability inactive.
For Cn1c(=O)c2c(O)c(C=NCc3ccccc3)c(=O)n(C)c2n(C)c1=O the results were IL1B secr inh 27, MCF10A rereplic 0%, SW480 rerep -2%, KB-V1 MDR tox inconclusive, KB-3-1 cytotox 8%, HT1080NT lethal 11%, HT1080 IDH1KD tx 1%, ATXN2 expr inh 27% and ATXN viability inactive.
`CC(C)N1C(=O)C(=O)N(CC(=O)N2c3ccccc3NC(=O)CC2C)C1=O` (stereo not drawn) gave IL1B secr inh -1, MCF10A rereplic 0%, SW480 rerep -4%, KB-V1 MDR tox 8%, KB-3-1 cytotox 19%, HT1080NT lethal 8%, HT1080 IDH1KD tx 13%, ATXN2 expr inh -1% and ATXN viability inactive.
`O=C(CN1C(=O)CC(c2ccco2)Sc2ccccc21)Nc1ccc(OC(F)(F)F)cc1` (stereo not drawn) gave KB-V1 MDR tox -22%, KB-3-1 cytotox 0%, ATXN2 expr inh 2% and ATXN viability inactive.
`CCCCOC(=O)CNc1nnc(SCC(=O)OCC)[nH]c1=O` gave IL1B secr inh 10, MCF10A rereplic inconclusive, SW480 rerep inconclusive, KB-V1 MDR tox inconclusive, KB-3-1 cytotox 4%, HT1080NT lethal 12%, HT1080 IDH1KD tx 3%, ATXN2 expr inh inconclusive and ATXN viability inactive.
Screening Cn1c(Cc2cccs2)nnc1SC/C=C/c1ccccc1 returned IL1B secr inh -7, MCF10A rereplic -3%, SW480 rerep 1%, KB-V1 MDR tox -10%, KB-3-1 cytotox -5%, HT1080NT lethal 3%, HT1080 IDH1KD tx 4%, ATXN2 expr inh 1% and ATXN viability inactive.
Cc1cccc(N2CCN(S(=O)(=O)c3ccc(F)c(C(=O)Nc4ccc(C(C)C)cc4)c3)CC2)c1C was read as KB-V1 MDR tox 5%, KB-3-1 cytotox 8%, ATXN2 expr inh 1% and ATXN viability inconclusive.
For CC(=O)Nc1cncc(-c2cccc(N(C)C)c2)n1 the results were IL1B secr inh 11, KB-V1 MDR tox -18%, KB-3-1 cytotox 20%, HT1080NT lethal 27%, HT1080 IDH1KD tx 4%, ATXN2 expr inh 13% and ATXN viability inactive.
`C#CCSc1n[nH]c(=O)n1-c1cccc(C(F)(F)F)c1` gave IL1B secr inh 39, MCF10A rereplic 4%, SW480 rerep -3%, KB-V1 MDR tox -11%, KB-3-1 cytotox -9%, HT1080NT lethal -4%, HT1080 IDH1KD tx -9%, ATXN2 expr inh -3% and ATXN viability inactive.
`O=C(NCCCN1CCOCC1)c1onc(CSc2nc3ccccc3[nH]2)c1C(=O)NCCCN1CCOCC1` gave IL1B secr inh -1, MCF10A rereplic 5%, SW480 rerep -4%, KB-V1 MDR tox -4%, KB-3-1 cytotox -10%, HT1080NT lethal -1%, HT1080 IDH1KD tx -12%, ATXN2 expr inh -9% and ATXN viability inactive.

Continued; it opens with the two that closed the last part.
`C#CCSc1n[nH]c(=O)n1-c1cccc(C(F)(F)F)c1` gave IL1B secr inh 39, MCF10A rereplic 4%, SW480 rerep -3%, KB-V1 MDR tox -11%, KB-3-1 cytotox -9%, HT1080NT lethal -4%, HT1080 IDH1KD tx -9%, ATXN2 expr inh -3% and ATXN viability inactive.
`O=C(NCCCN1CCOCC1)c1onc(CSc2nc3ccccc3[nH]2)c1C(=O)NCCCN1CCOCC1` gave IL1B secr inh -1, MCF10A rereplic 5%, SW480 rerep -4%, KB-V1 MDR tox -4%, KB-3-1 cytotox -10%, HT1080NT lethal -1%, HT1080 IDH1KD tx -12%, ATXN2 expr inh -9% and ATXN viability inactive.
For Cc1sc(NC(=O)CN(Cc2ccc(F)cc2)C(=O)C(C)C)c(C(N)=O)c1C the results were IL1B secr inh inconclusive, MCF10A rereplic inconclusive, SW480 rerep -1%, KB-V1 MDR tox inconclusive, KB-3-1 cytotox 1%, HT1080NT lethal inconclusive, HT1080 IDH1KD tx 0%, ATXN2 expr inh -13% and ATXN viability inactive.
For Cc1ccn2c(NC3CCCC3)c(-c3ccccn3)nc2c1 the results were IL1B secr inh -96*, MCF10A rereplic 14%, SW480 rerep -7%, KB-V1 MDR tox inconclusive, KB-3-1 cytotox inconclusive, HT1080NT lethal inconclusive, HT1080 IDH1KD tx inconclusive, ATXN2 expr inh -38% and ATXN viability inconclusive.
`COc1ccc(NC(=O)CCC(=O)N/N=C/c2cn(C)nc2C)cc1` gave MCF10A rereplic -6%, SW480 rerep -1%, KB-V1 MDR tox 0%, KB-3-1 cytotox 4%, HT1080NT lethal 2%, HT1080 IDH1KD tx -2%, ATXN2 expr inh -16% and ATXN viability inactive.
CCc1nnc(NC(=O)CSc2nnc(-c3ccccc3O)n2CC)s1 was read as IL1B secr inh 12, MCF10A rereplic -4%, SW480 rerep -3%, KB-V1 MDR tox inconclusive, KB-3-1 cytotox 12%, HT1080NT lethal 15%, HT1080 IDH1KD tx 7%, ATXN2 expr inh 1% and ATXN viability inactive.
For O=C(CSc1nnc(CNC(=O)c2c(F)cccc2F)o1)NCCc1ccccc1 the results were IL1B secr inh 1, MCF10A rereplic 0%, SW480 rerep 1%, HT1080NT lethal 5%, HT1080 IDH1KD tx 5%, ATXN2 expr inh -1% and ATXN viability inconclusive.
For CCc1c(C)[nH]c2nc3ccccc3n2c1=O the results were IL1B secr inh 43, MCF10A rereplic 3%, SW480 rerep -13%, KB-V1 MDR tox -7%, KB-3-1 cytotox -16%, HT1080NT lethal 4%, HT1080 IDH1KD tx 1%, ATXN2 expr inh -8% and ATXN viability inactive.
Screening CCCCC(NC(=O)c1ccc(C#N)cc1)C(=O)NCCC (stereo not drawn) returned IL1B secr inh 5, MCF10A rereplic 27%, SW480 rerep -4%, KB-V1 MDR tox -6%, KB-3-1 cytotox 0%, HT1080NT lethal -1%, HT1080 IDH1KD tx -1%, ATXN2 expr inh -6% and ATXN viability inactive.
CCOc1ccc(-c2noc([C@@H]3O[C@H](CO)[C@@H](O)[C@H]3O)n2)cc1 was read as IL1B secr inh -58*, KB-V1 MDR tox 3%, KB-3-1 cytotox 0%, HT1080NT lethal 12%, HT1080 IDH1KD tx 8%, ATXN2 expr inh 23% and ATXN viability inactive.

A draw from above in order of molecular weight, falling:
For Cc1sc(NC(=O)CN(Cc2ccc(F)cc2)C(=O)C(C)C)c(C(N)=O)c1C the results were IL1B secr inh inconclusive, MCF10A rereplic inconclusive, SW480 rerep -1%, KB-V1 MDR tox inconclusive, KB-3-1 cytotox 1%, HT1080NT lethal inconclusive, HT1080 IDH1KD tx 0%, ATXN2 expr inh -13% and ATXN viability inactive.
Screening CCCCC(NC(=O)c1ccc(C#N)cc1)C(=O)NCCC (stereo not drawn) returned IL1B secr inh 5, MCF10A rereplic 27%, SW480 rerep -4%, KB-V1 MDR tox -6%, KB-3-1 cytotox 0%, HT1080NT lethal -1%, HT1080 IDH1KD tx -1%, ATXN2 expr inh -6% and ATXN viability inactive.
For CCc1c(C)[nH]c2nc3ccccc3n2c1=O the results were IL1B secr inh 43, MCF10A rereplic 3%, SW480 rerep -13%, KB-V1 MDR tox -7%, KB-3-1 cytotox -16%, HT1080NT lethal 4%, HT1080 IDH1KD tx 1%, ATXN2 expr inh -8% and ATXN viability inactive.
